KDM5B inh: KDM5B demethylase inhibition; KDM5B demethylase, FDH-coupled NADH fluorescence (FDH is formaldehyde dehydrogenase); Potency, µM (doses to about 57.7 µM), for inactives: at the highest dose activity change, negative = inhibition, actives largely listed as inhibitors; 2.6% of 220,000 active; AID 1347165; active = well fitted inhibition curve with a large enough effect; inconclusive = small, poorly fitted or top-dose-only effect; inactive = no such curve, though single readings can be large or run the other way; note: 0% is about no effect; nearly all actives have a fitted effect of over 70% in size
Target sequence (Q9UGL1 whole entry, looked up): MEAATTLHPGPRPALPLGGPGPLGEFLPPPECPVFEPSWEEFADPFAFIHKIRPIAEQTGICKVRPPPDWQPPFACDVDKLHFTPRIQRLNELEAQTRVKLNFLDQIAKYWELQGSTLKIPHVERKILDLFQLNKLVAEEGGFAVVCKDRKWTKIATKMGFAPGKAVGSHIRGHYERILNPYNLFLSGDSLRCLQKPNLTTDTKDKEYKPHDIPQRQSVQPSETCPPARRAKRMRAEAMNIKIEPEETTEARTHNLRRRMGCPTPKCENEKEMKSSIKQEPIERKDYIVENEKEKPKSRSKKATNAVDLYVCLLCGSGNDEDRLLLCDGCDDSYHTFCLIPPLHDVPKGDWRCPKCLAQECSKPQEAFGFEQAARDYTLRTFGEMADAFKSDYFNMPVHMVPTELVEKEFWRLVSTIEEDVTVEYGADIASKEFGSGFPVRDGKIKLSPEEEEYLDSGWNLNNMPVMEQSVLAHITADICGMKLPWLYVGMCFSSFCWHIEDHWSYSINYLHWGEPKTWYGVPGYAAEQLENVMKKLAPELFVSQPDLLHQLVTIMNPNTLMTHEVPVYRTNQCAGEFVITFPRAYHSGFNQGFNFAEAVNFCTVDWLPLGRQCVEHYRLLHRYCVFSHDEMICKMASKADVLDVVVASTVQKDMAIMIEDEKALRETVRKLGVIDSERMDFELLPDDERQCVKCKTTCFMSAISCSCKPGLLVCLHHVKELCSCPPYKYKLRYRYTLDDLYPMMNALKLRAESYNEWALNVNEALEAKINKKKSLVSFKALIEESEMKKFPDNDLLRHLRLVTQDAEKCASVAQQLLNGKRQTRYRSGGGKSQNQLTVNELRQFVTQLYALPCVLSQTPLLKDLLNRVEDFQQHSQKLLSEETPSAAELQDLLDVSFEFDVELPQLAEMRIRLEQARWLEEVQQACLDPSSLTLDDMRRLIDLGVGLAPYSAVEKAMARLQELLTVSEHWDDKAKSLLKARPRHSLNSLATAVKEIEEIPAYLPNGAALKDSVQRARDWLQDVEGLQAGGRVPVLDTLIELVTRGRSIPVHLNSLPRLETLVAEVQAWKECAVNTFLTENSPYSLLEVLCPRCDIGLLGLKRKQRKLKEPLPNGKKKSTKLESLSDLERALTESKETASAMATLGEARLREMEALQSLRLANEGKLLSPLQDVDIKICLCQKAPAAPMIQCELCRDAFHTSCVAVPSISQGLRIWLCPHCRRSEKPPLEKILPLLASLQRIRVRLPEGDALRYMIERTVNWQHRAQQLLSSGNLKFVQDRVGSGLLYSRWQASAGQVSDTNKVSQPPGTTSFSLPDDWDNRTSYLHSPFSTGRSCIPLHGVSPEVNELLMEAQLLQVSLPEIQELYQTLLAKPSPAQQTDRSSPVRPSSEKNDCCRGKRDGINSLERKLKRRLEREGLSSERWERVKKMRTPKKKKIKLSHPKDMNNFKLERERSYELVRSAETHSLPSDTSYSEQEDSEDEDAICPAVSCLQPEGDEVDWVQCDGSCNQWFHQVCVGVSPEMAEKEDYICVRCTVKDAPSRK
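qHTS format, multiple compound concentrations. Buffer 50 mM HEPES pH 7.5/0.01% Tween-20; 200 nM KDM5BΔAP final; 10 min compound preincubation; substrate-mix levels 12.5 µM peptide, 25 µM α-KG, 0.25 mM NAD⁺; 30 min RT; ΔRFU.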
* hit, by the source's call; i = inactive; ? = inconclusive; [ ] = another dose, or the depositor's remark. Potency is the fitted concentration of half-maximal effect. A portion of the library, so the mix of outcomes need not match the whole.

SMILES | KDM5B inh
CCCOc1ccc(C(=O)Nc2cc3c(cc2N2CCOCC2)n(C)c(=O)n3C)cc1 | 8%
Cc1noc2c(Nc3ccncc3)cc(-c3ccc(F)cc3)nc12 | 28µM*
CSc1nc2ccc(NC(=O)c3nn(C(C)C)c(=O)c4ccccc34)cc2s1 | 2%
CCCCN(C)C(=O)CCC(=O)NNc1nc2ccccc2c2nc(C)nn12 | -30%
COc1ccc(OCc2nc3ccccc3n2Cc2ccccc2Cl)cc1 | -1%
CN(C)c1ccc(/C=N/NC(=O)c2nnn(-c3nonc3N)c2COc2ccc(F)cc2)cc1 | 15%
O=C(c1cccc2[nH]ccc12)N1CCC2(CC1)N=C(c1ccc(Cl)cc1)NO2 | ?
C[S+](=O)([O-])c1ccc(-c2nccc3c(=O)cc(-c4ccncc4)oc23)cc1 | 32µM*
CC(=O)Nc1ccc(C(=O)OCCCOC(=O)c2ccc(NC(C)=O)cc2)cc1 | 23%
COc1ccc(-c2nc(C(=O)N3CCCCC3C)nn2-c2ccccc2Cl)cc1 (stereo not given) | 22%
CCc1ccc(N(CC)C(=O)c2sc3nc4n(c(=O)c3c2C)CCCC4)cc1 | -18%
CN1CCC(NC2(Cc3cc(C(C)(C)O)on3)COC2)CC1 | -14%[86.2 µM]
O=C(CCN1CCC(c2cccs2)=N1)c1cccs1 | ?
O=C(Cc1ccccn1)N1CCCC(c2nn(-c3cccc(Cl)c3)c(=O)[nH]2)C1 (stereo not given) | -15%
Cc1n[nH]c(C)c1Cl | -14%
Cc1ccc(S(=O)(=O)Nc2ccc3c(c2)CN(Cc2ccccc2)C(=O)CO3)cc1 | -21%
CCC(=O)N1CCc2cc(Br)cc(S(=O)(=O)NCc3ccccc3)c21 | ?
COc1cc(OC)c(N(C)C(=O)C2CCCN(c3ncnc4c3nc3n4CCCCC3)C2)cc1Cl (stereo not given) | ?
CC(=O)Nc1ccc(C(=O)OCC(=O)N2CCOCC2)cc1 | 6%
CC(=O)N1C[C@@H]2OCC(=O)N(C)[C@@H]2C1 | -11%[149 µM]
COc1ccccc1CC(=O)N1CCC(n2nccc2NC(=O)c2ccccc2C)CC1 | 24%
COc1ccc(C(=O)N2CCC(C(NC(=O)c3ccccc3C)C(=O)NCC(C)C)CC2)cc1 (stereo not given) | 1%
NC(=O)[C@@H]1CN(C(=O)C2CCC2)C[C@H]1COc1ccccc1 | 6%
Cc1cc(=O)oc2c(C)c(OC(C)C(=O)NCCN3CCOCC3)ccc12 (stereo not given) | ?
Cc1ccccc1CN1CCCN(c2ccc(C(=O)NCCc3nc4ccccc4[nH]3)cc2)C1=O | 11%
CC[C@H]1CN(C(=O)N2CCOCC2)CC[C@H]1CC(=O)NCc1ccccc1 | 38%[86.2 µM]
CN1C[C@H](NC(=O)Nc2cccnc2)CCC[C@@H](C(=O)NCc2cc(F)cc(F)c2)CC1=O | -11%
CCN(c1cccc(C)c1)S(=O)(=O)c1cc2c(cc1C)n(C)c(=O)c(=O)n2C | ?
Cc1ccc(C)c(Cn2c3ccccc3c3cnn(CC(=O)NC4CCC(C)CC4)c(=O)c32)c1 (stereo not given) | 6%
Cc1cc(CNC(=O)c2cc(-c3ccc(CO)cc3)cc3c2OCCN3C)no1 | 32µM*

Some of the entries so far, with the structure last.
KDM5B inh | SMILES
28µM* | Cc1noc2c(Nc3ccncc3)cc(-c3ccc(F)cc3)nc12
2% | CSc1nc2ccc(NC(=O)c3nn(C(C)C)c(=O)c4ccccc34)cc2s1
-30% | CCCCN(C)C(=O)CCC(=O)NNc1nc2ccccc2c2nc(C)nn12
-1% | COc1ccc(OCc2nc3ccccc3n2Cc2ccccc2Cl)cc1

6 compounds from above, arranged by heavy-atom count, descending.
SMILES | KDM5B inh
COc1cc(OC)c(N(C)C(=O)C2CCCN(c3ncnc4c3nc3n4CCCCC3)C2)cc1Cl (stereo not given) | ?
Cc1ccc(C)c(Cn2c3ccccc3c3cnn(CC(=O)NC4CCC(C)CC4)c(=O)c32)c1 (stereo not given) | 6%
Cc1cc(CNC(=O)c2cc(-c3ccc(CO)cc3)cc3c2OCCN3C)no1 | 32µM*
CCN(c1cccc(C)c1)S(=O)(=O)c1cc2c(cc1C)n(C)c(=O)c(=O)n2C | ?
CCC(=O)N1CCc2cc(Br)cc(S(=O)(=O)NCc3ccccc3)c21 | ?
CC(=O)Nc1ccc(C(=O)OCC(=O)N2CCOCC2)cc1 | 6%

Next part
SMILES | KDM5B inh
Cc1ccc(C2NC(=O)N(CC(=O)Nc3cc(F)cc(F)c3)C3=C2C(=O)OC3)cc1 (stereo not given) | -17%
O=S(=O)(Nc1nc2ccccc2nc1Nc1ccc2c(c1)OCO2)c1ccc(Cl)cc1 | -2%
Cc1ccccc1OCCn1c(CCNC(=O)C2CCCCC2)nc2ccccc21 | 6%
CCOCCN1C(=O)NC(c2ccc(OC)cc2)C2=C1COC2=O (stereo not given) | 8%
CCc1ccc(OCc2cc(=O)n3cc(C)sc3n2)cc1 | 5%
COCCNc1ncnc2c1CCN(C(=O)CCc1n[nH]c(C)n1)CC2 | 42%
Cc1cc(C(=O)N2CCCC(c3noc(COc4ccccc4)n3)C2)nn1C (stereo not given) | 6%
CC(c1ccc2c(c1)OCO2)n1c(=S)[nH]c2ccccc2c1=O (stereo not given) | -30%
O=C(c1ccc(Cl)s1)N1CCc2nn(Cc3ccccc3)c(=O)n2CC1 | -24%
Cc1cc(C)c(S(=O)(=O)Nc2ccc(Cl)cn2)cc1Br | 10%
CC(C)[C@H]1CN(CCC(=O)O)C[C@@H]1NC(=O)CCC1CCCC1 | 16%
CC(O)c1cc2n(n1)CCCN(C(=O)Cn1nc3ccccc3n1)C2 (stereo not given) | 7%
OCC1(CC2CC2)CCCN(Cc2cccc(OCc3ccccn3)c2)C1 (stereo not given) | -16%
CCOC(=O)C1CCN(C(=O)c2nn(-c3ccc(OC)cc3)c(=O)c3c2c2ccccc2n3C)CC1 | 1%
CCC(=O)Nc1cccc(C(=O)Nc2nnc(C3CC(=O)N(c4ccc(C)c(C)c4)C3)s2)c1 (stereo not given) | ?
CN(C)C(C(=O)N1CCN(c2ccc(C#N)cc2)CC1)c1ccccc1F (stereo not given) | ?
Cc1ccc(S(=O)(=O)N(C)C)cc1NC(=O)c1nn(-c2ccccc2)c(=O)c2ccccc12 | 0%
CC(=O)Nc1ccc(C(=O)C(C)Sc2ccc(C(F)(F)F)cn2)cc1 (stereo not given) | -3%
O=C(N/N=C/c1ccc(OCCCOc2ccccc2Cl)cc1)c1ccccc1 | ?
CC(C)CC(=O)NC(NC(=O)CC(C)C)c1ccccc1F | -6%
c1ccc2c(CNC3CCCC3)cccc2c1 | -14%
CCc1ccc(C(=O)N2CCN(C(=O)c3nnn4c3COC(c3ccc(C)cc3)C4)CC2)cc1 (stereo not given) | 15%
CCN1c2cc(C(=O)Nc3ccc4c(c3)OCCO4)ccc2C(=O)N2CCCCCC21 (stereo not given) | ?
FC(F)(F)c1ccc(CN2CCC3(CC2)CC(c2ccccc2)=NO3)cc1 | 5%
CCCn1cc(S(=O)(=O)c2ccc(C)c(C)c2)c(=O)c2cc(F)c(N3CCC(C)CC3)cc21 | ?
CNC(=O)[C@@H]1CN(S(=O)(=O)c2cnc[nH]2)C[C@H]1c1n[nH]c(C)n1 | -20%
O=C1NC[C@@H](CCC(=O)N2CCN(c3ccccn3)CC2)N2C[C@@H](NCc3ccccc3)C[C@@H]12 | 32µM*
CC(C)Oc1ccc(C(=O)NCC(c2ccc(N(C)C)cc2)N2CCc3ccccc32)cc1 (stereo not given) | ?
CCC(=O)NCC1(c2ccccc2)CCCCC1 | 25%
CCC(C(=O)NCc1ccccc1OC)n1nc(C)n2c(cc3sccc32)c1=O (stereo not given) | -6%
CCc1ccc(NC(=O)CCNS(=O)(=O)c2ccc3c(c2)CCCC(=O)N3)cc1 | -27%
CCCS(=O)(=O)N1CCC(Oc2ccccc2-c2nc(C3CC3)no2)C1 (stereo not given) | -4%
CCCCCn1c(N2CCCC(C)C2)nc2c1c(=O)[nH]c(=O)n2C (stereo not given) | -13%
O=C(C1=NOC2CN(C(=O)C3CC3)CC12)N1CCOCC1 (stereo not given) | 20%[149 µM]
N#CCCN1CCN(c2ccc(NC(=O)c3ccc(F)cc3)c(C(=O)O)c2)CC1 | -22%
O=C(Nc1ccc2oc(-c3cccc4c(Br)cccc34)nc2c1)c1ccc(Br)cc1 | ?
CC(C)OC(=O)CC1NCCNC1=O (stereo not given) | 19%
Cc1ccc(Nc2nnc(-c3ccc(C)c(S(=O)(=O)N4CCCCC4)c3)c3ccccc23)cc1 | -11%
Cc1ccccc1-c1ccc2c(n1)CN(Cc1ccccc1)C(=O)CO2 | -15%[86.2 µM]
Cc1nc(-c2ccc(F)cc2)sc1C(=O)NC1C=CS(=O)(=O)C1 (stereo not given) | -32%
Cc1cnc2c(S(=O)(=O)N(CC(N)=O)C3CCCC3)cccc2c1 | -20%
COc1cccc(C(=O)Nc2c(C(=O)N3CCN(c4ccc(F)cc4)CC3)oc3ccccc23)c1 | ?
CC(C)Cc1nc2nccc(-c3ccncc3)n2n1 | 28µM*
COc1ccccc1CN1CC(C(=O)NC2CCOCC2)CCC1=O (stereo not given) | 14%
CCN(CC)c1ccc(NC(=O)Cn2cc3c(n2)CCCC3)c(C)c1 | ?
CC(C)Oc1ccc(CNC(=O)c2ccc(CS(=O)Cc3ccccc3Cl)o2)cc1 (stereo not given) | -22%
CCC(=O)Oc1ccc2c(=O)c(-c3ccccc3)coc2c1 | -3%
Cc1ccc(NC(=O)Nc2nnc(N3CCCC3)s2)cc1C | -15%
COc1ccc(NC(=O)C2CCCN2S(=O)(=O)c2cccc3cccnc23)cc1OC (stereo not given) | -10%
COc1cccc(N2C(=O)NC(=NC3CCCC3)C23CCCN(C(=O)c2ccccc2F)C3)c1 (stereo not given) | -4%[115 µM]
CCn1cc(C(=O)Nc2ccccc2C(=O)OC)cn1 | 24%
CCn1c(SCC(=O)Nc2cccc(C(=O)O)c2)nnc1-c1cc2ccccc2o1 | 19%
O=C(Cn1c(=O)[nH]c2c(-c3ccccc3F)c[nH]c2c1=O)NCc1ccc2c(c1)OCO2 | 6%
CC1Oc2ccc(NC(=O)NCc3ccccc3)cc2CN(C2CCCc3ccccc32)C1=O (stereo not given) | -15%
O=C(CSc1nccn1C1CCCC1)Nc1cccc(F)c1 | -33%
CSc1ccc2cc(CN3CC[C@@H](O)C3)c(-c3ccc(Cl)cc3)nc2c1 | ?
COC(=O)c1cc(-c2ccc(OC)c(OC)c2)c2c(=O)[nH]c(=O)n(C)c2n1 | 3%
Cc1ccc(C(=O)c2cn(CC(=O)Nc3ccc(C)cc3Cl)c3nc(C)ccc3c2=O)cc1 | -15%
Cn1c(=O)c(C2=NN(S(C)(=O)=O)C(c3ccco3)C2)c(-c2ccccc2)c2cc(Cl)ccc21 (stereo not given) | ?
O=C(NCCc1ccc(Cl)cc1)C1(c2cccs2)CCOCC1 | ?

(continued)
SMILES | KDM5B inh
Cc1ccccc1-n1c(C)nnc1SCC(=O)Nc1c(C#N)c(C)c(C)n1Cc1ccco1 | ?
Cc1cc(Nc2cccc(Br)c2)n2c(nc3ccccc32)c1C#N | ?
COC(=O)[C@]12C[C@H](CC(=O)N3CCC(c4ccccc4)CC3)C(=O)N(Cc3ccco3)C1=C[C@H](C1CCCC1)O[C@@H]2C | 4%
O=C(Cn1cnc2sccc2c1=O)NC1CCCc2c1[nH]c1ccccc21 (stereo not given) | ?
Cc1ccc2c(c1)sc1nc(=O)n(-c3ccc(Cl)cc3)c(=O)n12 | 1%
O=C(O)C1CCc2nnc(C3CCCN(C(=O)c4ccccc4)C3)n21 (stereo not given) | -8%[115 µM]
CCc1ccc(NC(=O)c2cc(S(=O)(=O)N3CCCC3)ccc2F)cc1 | 4%
O=C(Nc1ccc2oc(=O)ccc2c1)c1cccc2c(Cl)cccc12 | -1%
CCCc1ccc(C(=O)NNc2ccccc2F)cc1 | 6%
Cc1cc(N2CCCCS2(=O)=O)cc(C)c1S(=O)(=O)NCc1ccccn1 | -6%
Cc1c(Cl)cccc1NC(=O)C1CCN(c2nc3ccccc3[nH]2)CC1 | ?
O=C(COc1coc(CN2CCCCC2)cc1=O)NCc1ccccc1Cl | 4%
CC(C)CNc1nc2c(c(=O)[nH]c(=O)n2C)n1C(C)C | 3%
CCN(CC)C(=O)Cn1c(=O)n(CC2CCC(C(=O)NC)CC2)c(=O)c2sccc21 (stereo not given) | -8%
CC(O)CNc1nc2c(c(=O)n(C)c(=O)n2C)n1Cc1c(Cl)cccc1Cl (stereo not given) | 4%
Cn1nccc1-c1cc2c(ccn2C)c(C(=O)NCc2cccnc2)n1 | i
CCOc1cc(Br)c(/C=C2/NC(=O)NC2=O)cc1OCC | 13%
CCC(=O)N1CCc2cc(S(=O)(=O)NC(Cc3ccccc3)C(=O)NCc3ccc(C)cc3)ccc21 (stereo not given) | -11%
CCC(C)(C)C1CCc2c(sc(NC(=O)C3c4ccccc4Oc4ccccc43)c2C(N)=O)C1 (stereo not given) | -26%
CNC(=O)[C@@H](c1ccccc1)N1CCC[C@H]1C(=O)N1CCOCC1 | ?
COc1ccc(N=C/C(C(=O)C(F)(F)F)=C(\O)c2cccs2)cc1 | ?

Bioassay records (PubChem BioAssay)
